GPR151 activ = activators of human GPR151; activation, % at 11.2 µM; PathHunter beta-arrestin GPR151 cells, luminescence; Q8TDV0; hit rate 1% among 650,000; AID 1508602; in the data active = activation above about 4.9%;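 also: 0% = median of compound wells and 100% = cells with positive control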
Target sequence (Q8TDV0 whole entry, looked up): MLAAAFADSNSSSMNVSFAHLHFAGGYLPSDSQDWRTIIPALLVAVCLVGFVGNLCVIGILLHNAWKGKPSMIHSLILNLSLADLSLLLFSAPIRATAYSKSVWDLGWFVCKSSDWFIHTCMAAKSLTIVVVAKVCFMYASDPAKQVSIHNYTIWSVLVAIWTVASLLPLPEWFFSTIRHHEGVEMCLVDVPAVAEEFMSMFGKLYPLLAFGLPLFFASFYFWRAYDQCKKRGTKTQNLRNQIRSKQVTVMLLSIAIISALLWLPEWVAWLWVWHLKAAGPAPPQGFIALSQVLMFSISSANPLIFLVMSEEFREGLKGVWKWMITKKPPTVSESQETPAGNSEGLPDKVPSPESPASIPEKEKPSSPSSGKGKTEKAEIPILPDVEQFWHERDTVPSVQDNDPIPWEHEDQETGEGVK
MITF primary = human MITF inhibition, primary screen; O75030; AlphaScreen MITF homodimerization, bead proximity signal; inhibition, % at 2.6 µM; hit rate 0.91% among 650,000; in the data active = inhibition above about 50%;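 also: 0% = vehicle wells with protein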
Target sequence (O75030 whole entry, looked up): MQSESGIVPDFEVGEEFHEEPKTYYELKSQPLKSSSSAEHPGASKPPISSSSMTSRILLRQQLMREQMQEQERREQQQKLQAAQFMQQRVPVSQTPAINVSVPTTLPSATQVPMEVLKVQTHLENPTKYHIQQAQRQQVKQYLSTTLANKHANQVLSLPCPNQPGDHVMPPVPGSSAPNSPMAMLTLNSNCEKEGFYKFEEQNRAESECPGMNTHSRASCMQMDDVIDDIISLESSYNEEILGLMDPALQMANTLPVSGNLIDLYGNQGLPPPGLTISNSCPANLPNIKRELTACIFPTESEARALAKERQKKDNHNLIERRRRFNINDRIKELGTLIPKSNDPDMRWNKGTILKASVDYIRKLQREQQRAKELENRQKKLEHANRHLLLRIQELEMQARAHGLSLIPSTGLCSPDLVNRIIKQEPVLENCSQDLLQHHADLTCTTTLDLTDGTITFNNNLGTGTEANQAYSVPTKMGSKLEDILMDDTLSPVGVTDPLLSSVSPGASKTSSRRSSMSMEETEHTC
TEAD-YAP block = TEAD-YAP interaction inhibition; inhibition, % at 9.12 µM; HEK-TIYL cells, TEAD-Gal4/YAP UAS-luciferase luminescence; hit rate 1.4% among 640,000; in the data active = inhibition above about 32%;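 also: 0% = median of test compound wells and 100% = reference inhibitor wells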
FBW7 act = human FBW7 E3 ligase activation, primary screen; Q969H0; AlphaScreen FBW7–phospho-cyclin E peptide binding, activator screen; normalized activity (activation), % at 26.1 µM; hit rate 0.13% among 650,000; in the data active = normalized activity above about 1.9%;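 also: purified mutant Fbw7 with reduced substrate affinity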
* = called active by the depositor.

Structure	GPR151 activ	MITF primary	TEAD-YAP block	FBW7 act
CC(C)(C)NC(=O)NC(=O)COC(=O)c1ccc(S(=O)(=O)Nc2ccccc2)cc1	0.8	10	8	0.1
CC(=O)N[C@@H](C)C(=O)NNC(=O)CC12CC3CC(CC(C3)C1)C2	-0.3	10	-2	0.1
Cc1ccccc1NC(=O)c1cccc(N2C(=O)C3CCCCC3C2=O)c1 (configuration not stated)	1.4	8	0	0.1
COc1ccc(-n2c(=S)[nH]c3cc(C(=O)NCC4CCCO4)ccc3c2=O)cc1 (configuration not stated)	0.5	-12	-2	0.0
COc1ccc(NCC(O)Cn2c3ccc(Cl)cc3c3cc(Cl)ccc32)c(OC)c1 (configuration not stated)	-2.2	5	-3	0.0
CCCCC(=O)N(c1ccc(Br)cc1)C1C=CS(=O)(=O)C1 (configuration not stated)	1.3	-4	-7	0.0
Cc1[nH]c2ccccc2c1/C=N/NC(=O)c1ccc([N+](=O)[O-])cc1	-0.4	15	-4	-0.1
O=C(CSc1ccccc1)N1CCOCC1	1.4	-6	10	-0.1

New compounds follow
Structure	GPR151 activ	MITF primary	TEAD-YAP block	FBW7 act
COc1cc(/C=C/C(=O)Nc2sccc2C#N)ccc1OC(F)F	-1.4	4	-56	0.4
CCOC(=O)CSc1nnc(-c2ccc(OC)cc2)n1N	0.2	8	-8	0.1
Cc1cccc(C)c1NC(=O)/C(C#N)=C/c1cccc([N+](=O)[O-])c1	-0.7	15	-1	0.0
Cc1ccc(NC(=O)CN2C(=O)N/C(=C/c3ccccc3OC(C)C)C2=O)cc1	0.4	12	1	0.2
O=C(CC1(O)C(=O)N(Cc2ccc(Cl)cc2)c2ccccc21)c1ccc(F)cc1 (configuration not stated)	0.3	10	12	0.0
CCCCOC(=O)COc1ccc2c3c(c(=O)oc2c1)CCC3	0.8	-6	-2	-0.1
CCOC(=O)c1c(NC(=O)Cn2nc(C)c([N+](=O)[O-])c2C)sc2c1CCCCC2	1.5	16	-2	0.4
O=C1CSC(c2cccc(Oc3ccccc3)c2)N1c1cc(Cl)ccc1O (configuration not stated)	0.9	-1	-1	0.0

(further entries)
Structure	GPR151 activ	MITF primary	TEAD-YAP block	FBW7 act
CCCCOc1ccc(C(=O)NCCCOC)cc1	0.4	3	-19	-0.1
N#C/C(=C\Nc1cccnc1)C(N)=S	0.1	17	9	0.2
Cc1ccc(NC(=O)N(CCN(C)C)Cc2cc3cc4c(cc3[nH]c2=O)OCCO4)cc1	0.3	18	8	-0.1
CC(=O)Nc1cccc(NC(=O)C2CCN(c3nc(C)cc(C)n3)CC2)c1	-1.9	14	-2	0.3
CC(=O)Nc1ccc(CN2CCc3c(nc(N4CCCC(C)C4)[nH]c3=O)C2)cc1 (configuration not stated)	0.4	-5	4	0.0
CCN(CC)S(=O)(=O)c1ccc(NS(=O)(=O)CC23CCC(CC2=O)C3(C)C)cc1 (configuration not stated)	1.8	-12	0	-0.1
CC(=O)N(C)c1ccc(NC(=S)NCc2ccc(C)cc2)cc1	1.1	2	-3	0.2
CCc1ccc(NC2=NCC(=O)N2Cc2ccc(OC)cc2)cc1	-0.2	-2	2	0.4

Remaining list, next part.
Structure	GPR151 activ	MITF primary	TEAD-YAP block	FBW7 act
COc1cccc(C2CC(c3ccc(C)cc3)Nc3nc(N)nn32)c1 (configuration not stated)	1.3	17	6	-0.1
CCCCn1nc(C)cc1NC(=O)c1ncoc1-c1ccc(F)cc1	1.0	1	4	0.0
CCN(CC)C(=O)C1CCCN(c2nccc(Nc3ccccc3)n2)C1 (configuration not stated)	-1.5	6	2	0.0
CCNC(=S)Nc1ccc(Cl)cc1	0.5	-11	4	0.0
C#CCOc1ccc(Cl)cc1C1C2=C(CC(C)(C)CC2=O)N(C)C2=C1C(=O)CC(C)(C)C2	5.1*	3	2	0.1
CNS(=O)(=O)c1c(C)oc(C)c1C(=O)NCc1ccccc1Cl	1.1	0	9	0.1
CCn1c(CNC(=O)c2ccccc2F)nnc1SCC(=O)Nc1ccc(OC)cc1	1.1	4	1	-0.3
CCC(CC)NC(=O)c1ccc(Cl)cc1	0.1	10	-3	0.0

Other entries:
Structure	GPR151 activ	MITF primary	TEAD-YAP block	FBW7 act
NS(=O)(=O)Cc1ccccc1Cl	-0.2	4	10	-0.1
O=C1COc2cc(S(=O)(=O)N3CCC(Cc4ccccc4)CC3)ccc2N1	0.5	10	3	0.7
CCn1c(SCC(=O)Nc2ccc(C(C)=O)cc2)nnc1-c1ccoc1C	-0.2	3	-31	-0.3
NC(=O)CSc1ncnc2sc3c(c12)CCCC3	-0.1	-51	-16	0.1
CCCCNC(=O)/C(=C/c1ccco1)NC(=O)c1cccc2ccccc12	-1.2	11	8	-0.1
COc1ccccc1C(=O)Nc1ccc(Nc2ccc(C)nn2)cc1	-1.4	-1	-7	-0.2
O=C(c1ccc(S(=O)(=O)c2ccc(F)cc2)c([N+](=O)[O-])c1)N1CCCCCC1	-0.4	-4	34*	-0.1
CCCN(CCC)S(=O)(=O)c1cc(Br)cc2c1N(C(=O)CC)CC2	0.7	2	6	-0.2

(next part)
Structure	GPR151 activ	MITF primary	TEAD-YAP block	FBW7 act
C/C(=N\NC(=O)C1COc2ccccc2O1)c1ccccc1 (configuration not stated)	-1.6	1	25	0.5
O=C(NCCN1CCOCC1)c1ccnc(-c2ccc(C(=O)NC3CC3)cc2)c1	1.5	-17	-2	0.1
Cn1c(=O)c2cc(C(=O)NCCN3CCOCC3)sc2n(C)c1=O	2.4	3	0	-0.1
Cc1nc(SCC(=O)NC(C)CCc2ccccc2)nc(C)c1C (configuration not stated)	-0.4	0	0	-0.2
CC1=CC2=NC(=O)/C(=C\c3ccc(OCc4ccccc4C)cc3)C(=N)N2O1	-3.3	6	-13	0.9
C=CCOc1ccccc1CN[C@@H]1C[C@@H](C(=O)NC(C)C)N(C(C)C)C1	1.2	5	3	0.0
COc1ccc(N2C(=O)C(CC(=O)Nc3ccccc3)N(Cc3ccc(F)cc3)C2=O)cc1 (configuration not stated)	-0.1	5	7	0.5
COc1cn(CC(=O)Nc2cccc3ccccc23)c(CSc2nc(C)cs2)cc1=O	1.4	10	-3	0.2

The list continues.
Structure	GPR151 activ	MITF primary	TEAD-YAP block	FBW7 act
CCN(CC)S(=O)(=O)c1cc(C(=O)Nc2cc(C)on2)ccc1Cl	-0.7	2	11	0.1
CCC(Sc1nc(NCCc2ccccc2)c2ccccc2n1)C(=O)NCc1ccco1 (configuration not stated)	0.0	0	-24	0.1
CCCCCOc1ccc(CSCCN)cc1	-0.2	-7	65*	0.0
CCOc1cc(C2C(C(=O)OCCSCC)=C(C)NC3=C2C(=O)CC(c2ccc(Cl)cc2)C3)cc(Br)c1O (configuration not stated)	0.9	-3	8	0.6
O=C(CSc1ncnc2c1sc1ccccc12)N1CCCCCC1	-2.3	3	-34	-0.1
CC(=O)N(C)c1ccc(NC(=O)c2ccc(Cl)c([N+](=O)[O-])c2)cc1	1.5	4	-5	-0.2
CC(C)C(c1nnnn1Cc1cccs1)N1CCN(C(=O)c2ccco2)CC1 (configuration not stated)	0.6	-3	-4	-0.1
O=[N+]([O-])c1ccc(-c2nc(C=Nc3cccc(F)c3)c(O)o2)cc1	-0.1	2	0	-0.1

Part of the list above in order of formula weight, highest first:
Structure	GPR151 activ	MITF primary	TEAD-YAP block	FBW7 act
CCOc1cc(C2C(C(=O)OCCSCC)=C(C)NC3=C2C(=O)CC(c2ccc(Cl)cc2)C3)cc(Br)c1O (configuration not stated)	0.9	-3	8	0.6
CCC(Sc1nc(NCCc2ccccc2)c2ccccc2n1)C(=O)NCc1ccco1 (configuration not stated)	0.0	0	-24	0.1
CCN(CC)S(=O)(=O)c1cc(C(=O)Nc2cc(C)on2)ccc1Cl	-0.7	2	11	0.1

Full records from above. Screens in order: GPR151 activ, MITF primary, TEAD-YAP block, FBW7 act
COc1ccc(NCC(O)Cn2c3ccc(Cl)cc3c3cc(Cl)ccc32)c(OC)c1 (configuration not stated) reads -2.2, 5, -3, 0.0
CCCCC(=O)N(c1ccc(Br)cc1)C1C=CS(=O)(=O)C1 (configuration not stated) reads 1.3, -4, -7, 0.0
O=C(CSc1ccccc1)N1CCOCC1 reads 1.4, -6, 10, -0.1
CC(C)(C)NC(=O)NC(=O)COC(=O)c1ccc(S(=O)(=O)Nc2ccccc2)cc1 reads 0.8, 10, 8, 0.1

New compounds follow:
Structure	GPR151 activ	MITF primary	TEAD-YAP block	FBW7 act
CCOc1ccccc1OCC(=O)N/N=C(\CCC(=O)O)c1ccccc1	0.3	-5	59*	-0.1
CCC(C)NC(=O)CCc1nnc2n(CCc3ccccc3)c(=O)c3ccccc3n12 (configuration not stated)	0.5	4	13	-0.2
O=C1C(c2ccc(F)cc2)N(C2CCCCC2)C(=O)CN1C1CCCC1 (configuration not stated)	-0.4	-1	-7	0.0
CC1=CC(C)(C)Nc2ccc(OC(=O)COc3ccccc3Cl)cc21	-0.2	12	-33	-0.5
Cc1cccc(C)c1NC(=O)CS(=O)CC(=O)NCC1OCCc2ccccc21 (configuration not stated)	3.4	-2	-3	0.0
O=C(C(=O)N1CCC2(CC1)CC2C(=O)N1CCN(Cc2ccccc2)CC1)c1ccccc1 (configuration not stated)	1.9	29	3	0.0
Cc1nc2ccc(NC(=O)c3cccs3)cc2c(=O)n1-c1ccc(F)cc1	0.4	7	-15	-0.1
CCCNC(=O)c1cccc(NCCN2CCOCC2)n1	-0.3	-5	-11	-0.2

Later entries
Structure	GPR151 activ	MITF primary	TEAD-YAP block	FBW7 act
Cc1ccn2cc(-c3ccc(NC(=O)c4ccc5c(c4)OCO5)cc3)nc2c1	-1.0	-13	-19	-0.1
CCOC(=O)c1c(NC(=O)CN2C(=O)NC3(CCCC3)C2=O)sc2c1CCC(C)C2 (configuration not stated)	1.6	-10	3	0.2
Cc1nc(N2CCN(c3ccccn3)CC2)c2c(C)c(C(=O)Nc3cccc(Cl)c3)sc2n1	-1.3	14	0	0.2
CC1=C(C(=O)Nc2cccc(C)n2)C(c2ccccc2)C2=C(CCCC2=O)N1 (configuration not stated)	-0.5	11	10	0.8
CCOC1OC(=O)C(Cl)=C1N1CCOCC1 (configuration not stated)	-0.4	-8	-5	-0.1
CCNC(=O)c1cc(Br)c(C)c(C)c1C	0.4	15	2	0.4
CCCCN1C(=O)C2C(C(=O)Nc3cc(Cl)cc(Cl)c3)C3C=CC2(O3)C1C(=O)NC1CCCC(C)C1C (configuration not stated)	-0.6	-9	-15	0.1
Cc1cnc(-c2ccc(C(=O)N3CCN(C)CC3)cc2)nc1NCCN1CCOCC1	1.1	-10	-7	0.1

The listing continues.
Structure	GPR151 activ	MITF primary	TEAD-YAP block	FBW7 act
COc1cc2c(cc1OC)C(=NCC(=O)O)NC(C)(C)C2	0.0	10	1	0.0
Clc1cccc(CNCc2ccc3c(c2)OCO3)c1	-1.2	44	-8	0.0
COCCNC(=O)c1ccc(CSc2ccc(C)cc2)cc1	-1.6	-7	-14	0.1
CC(C)c1ccc(NC(=O)NC2CC(=O)N(C3CCCC3)C2)cc1 (configuration not stated)	-2.1	11	0	0.3
COc1ccc(-n2c(N)c3c(N)nc(N4CCCCC4)c(C#N)c3c(C#N)c2=S)cc1	-1.1	2	1	0.3
CC(=O)Oc1cn(C(C)=O)c2ccc(Br)cc12	-1.1	11	-2	-0.1
Cc1ccc(C2/C(=C(\O)c3ccc(Cl)cc3)C(=O)C(=O)N2Cc2cccnc2)cc1 (configuration not stated)	0.5	0	1	-0.3
CCC(C)NC(=O)Cn1c(=O)sc2ccccc21 (configuration not stated)	-0.6	-1	-14	0.0

(listing goes on)
Structure	GPR151 activ	MITF primary	TEAD-YAP block	FBW7 act
Cc1ccc(S(=O)(=O)NCc2ccc3c(c2)OCO3)c(C)c1C	-0.2	24	2	0.8
CCOc1ccc(C(=O)N2CCn3c2nc2ccccc23)cc1	0.7	2	-27	-0.1
COc1ccc(-c2csc(NC(=O)CC(C)C)n2)cc1	1.7	3	-49	-0.1
O=C(NCCCN1CCN(c2ccccc2)CC1)c1ccc(F)c(F)c1	-1.1	12	-1	0.0
Cc1ccc(S(=O)(=O)c2ccccc2)cc1S(=O)(=O)NC(=O)c1ccccc1	1.0	3	-9	-0.1
CCC1=NN(C(=O)c2ccccc2O)C(O)(c2ccc(Cl)cc2)C1 (configuration not stated)	1.3	-6	-30	0.1
CN(C)CCCNC(CC(=O)Nc1cc(Cl)ccc1Cl)C(=O)O (configuration not stated)	0.0	-3	5	-0.3
O=C(COc1ccc2ccc(=O)oc2c1)OCC(=O)c1ccc2c(c1)OCCO2	1.2	0	11	-0.1

(continued)
Structure	GPR151 activ	MITF primary	TEAD-YAP block	FBW7 act
O=C(Cc1cscn1)c1ccc(O)cc1O	0.7	-6	-8	-0.1
COC(=O)c1ccc(C2Nc3ccc(C)cc3C3C=CCC32)cc1 (configuration not stated)	1.5	7	-8	0.0
CC/C(O)=C1\C(=O)CC(C)(C)CC1=Nc1cccc2ccccc12	-0.7	19	-11	0.6
COc1ccc(NC(=S)NC23CN4CN(CN(C4)C2)C3)c(OC)c1	0.1	7	2	0.0
CN1C(=O)/C(=C2\SC(N)=NC2=O)c2ccccc21	0.8	-8	0	0.1
COC(CNC(=O)C1CCCN1S(=O)(=O)c1cccc2nsnc12)OC (configuration not stated)	0.7	3	9	0.2
O=[N+]([O-])c1cc(C(F)(F)F)ccc1N1CCN(S(=O)(=O)c2ccc(Cl)cc2)CC1	0.2	4	2	-0.5
O=C(CSc1nc(-c2ccccc2)cc(=O)[nH]1)Nc1nncs1	-0.3	-11	1	-0.2
CCOC(=O)c1c(NS(=O)(=O)c2ccc([N+](=O)[O-])cc2)sc2c1CCCC2	0.5	-17	14	-0.1
CC(C)(C)C(=O)Nc1ccnn1C1CCN(Cc2ccc(C(F)(F)F)cc2)CC1	-0.9	5	25	0.3
O=c1c(=O)n(OCc2ccccc2)c2ccccc2n1O	-0.2	6	-3	-0.1

Bioassay records: PubChem, The Scripps Research Institute Molecular Screening Center

Rows are unselected (roughly 3.4% active in at least one column).
